# Bioassay records as filed in PubChem.
# DTT redox prof: compounds producing H2O2 with reducing agent – biochemical, NIH compound library profiling, artefact control for MLSCN library redox annotation, primary screen. DTT-dependent redox cycling H2O2, phenol red/HRP absorbance; 100% = 100 µM peroxide control, 0% = buffer. activation, % at 10 µM. 200,000 tested, 0.03% active;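 active = activation of at least 50% relative to the plate's high and low controls in the primary single-dose screen; inactive = activation below 50%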;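 also: compound incubated with DTT at 0.8 mM final as the reducing agent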
# Hsp70 act: switches on Hsp70 transcription. HeLa Hsp70 promoter luciferase reporter, luminescence; scaled: vehicle 0, proteasome-inhibitor control 100%. activation, % at 10 µM. 200,000 tested, 0.04% active. AID 1203;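 active = activation above the mean across all tested compounds plus 3 SD, cutoff set per campaign, cut at about 5.5% in these data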;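 also: 100% = MG132 at 30 µM as the positive control and 0% = DMSO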
# FLuc inhib CS: inhibits firefly luciferase, flagging false hits in luciferase inhibition screens; 200,000 tested, 1.5% active; ATPLite firefly luciferase biochemical luminescence, 10 min; P08659; AID 1006; inhibition, % at 10 µM;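 active = inhibition above about 50% when tested at 10 µM, limit read from the data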
# Target sequence (P08659 whole entry, looked up): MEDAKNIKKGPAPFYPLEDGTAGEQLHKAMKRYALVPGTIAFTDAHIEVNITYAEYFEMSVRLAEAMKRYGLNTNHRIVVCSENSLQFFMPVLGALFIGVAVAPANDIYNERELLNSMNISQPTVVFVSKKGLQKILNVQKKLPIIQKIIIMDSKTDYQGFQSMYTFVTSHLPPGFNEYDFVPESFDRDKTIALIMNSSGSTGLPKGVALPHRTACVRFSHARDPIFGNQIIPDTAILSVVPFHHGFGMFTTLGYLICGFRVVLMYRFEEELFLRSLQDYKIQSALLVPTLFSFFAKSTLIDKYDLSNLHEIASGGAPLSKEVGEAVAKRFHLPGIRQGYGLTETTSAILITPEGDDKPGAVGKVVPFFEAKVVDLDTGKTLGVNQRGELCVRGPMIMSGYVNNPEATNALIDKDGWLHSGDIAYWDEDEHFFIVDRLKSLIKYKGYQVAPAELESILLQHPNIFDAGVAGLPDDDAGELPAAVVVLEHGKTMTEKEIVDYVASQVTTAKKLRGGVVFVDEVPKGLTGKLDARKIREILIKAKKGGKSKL
# APP 5'UTR act: activates APP 5'UTR luciferase reporter; SH-SY5Y APP 5'UTR luciferase reporter, luminescence; zero percent = DMSO vehicle wells; activation, % at 2 µM; 190,000 tested, 1% active; AID 1276;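 active = activation above a set limit, based on mean plus 3 SD of controls, cut at about 140% in these data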; also: values of inactives mirror those of a sister screen read the other way
# NF-kB expr up: compounds increasing NF-kB expression in human neuronal cells; NF-kB reporter expression; active compounds read high; fold change at 12.5 µM; 190,000 tested, 1.6% active; AID 1239; in the data active = fold change above about 3.3
# G6PDH counter: counter-screen for G6PDH assay hits: L. mesenteroides G6PDH inhibition; Purified L. mesenteroides G6PDH, diaphorase/resazurin coupled fluorescence, 45 min; inhibition, % at 5 µM; 200,000 tested, 0.12% active; in the data active = inhibition above about 50%
# APP transl inh: APP translation inhibition; SH-SY5Y APP 5'UTR-luciferase reporter, luminescence; inhibition, % at 2 µM; 190,000 tested, 0.82% active; AID 1285;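 active = inhibition above a set limit, derived from the sample mean plus 3 SD, cut at about 45% in these data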; also: values of inactives mirror those of a sister screen read the other way
# Efa HMGR inh: inhibitors of class II HMG-CoA reductase from Enterococcus faecalis; inhibition, % at 10 µM; 190,000 tested, 0.41% active; AID 1066; purified E. faecalis HMGR, NADPH absorbance 340 nm kinetic;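 active = inhibition above a set limit, the median over all tested compounds plus 3 SD, cut at about 9.5% in these data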;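 also: enzyme runs in reverse so mevalonate oxidation gives rising NADPH absorbance; 0% = complete reaction with DMSO and 100% = background rate lacking mevalonate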
# STAT1 activator: STAT1 signaling activation; activation (% of control), % at 5.5 µM; 200,000 tested, 2.6% active; NIH 3T3 STAT1-luciferase reporter, IFN-gamma, luminescence; 100% = IFN-gamma alone, no compound;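 active = activation above the screen-wide mean activation plus 3 SD, cut at about 130% in these data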;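 also: raw ratio to IFN-gamma control signal so 100% means no change and 0% no light; values of inactives mirror those of a sister screen read the other way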
# FLuc stim CS: affects firefly luciferase, flagging false hits in luciferase stimulation screens. P08659. ATPlite luciferase biochemical, luminescence, 10 min; 0 = ATP-free wells, 1 = DMSO control. activation factor at 10 µM. 200,000 tested, under 10 active. AID 1027;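 active = luciferase activation factor, scaled between plate controls, of at least 2 with compound at 10 µM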
#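 System: Luciferase/luciferin detection reagent, cell-free biochemical luciferase assay | Medium: PBS buffer for ATP | Dosing: Test compounds dosed from 2 mM stocks in 100% DMSO | Timing: 10 min at ambient temperature | Signal: Luminescence measurement of luciferase light output | Evaluation: Luciferase activation, seen as luminescence increase over controls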
# An asterisk follows results filed as active; . = not tested or not shown. Random draw from the library, and some 5.3% of all compounds hit somewhere here.
SMILES,DTT redox prof,Hsp70 act,FLuc inhib CS,APP 5'UTR act,NF-kB expr up,G6PDH counter,APP transl inh,Efa HMGR inh,STAT1 activator,FLuc stim CS
O=C(N1CCCCCC1)n1c(Cc2ccccc2)nc2ccccc21,2.1,0.0,-3,0,0.98,1,0,-1,107,1
CN1C(=S)SC(N(O)C=C2C=CC(=O)C=C2)C1(C)C (stereo unspecified),0.3,0.2,-8,-7,1.4,-2,7,-5,104,1.1
Cc1cc(C)n(-c2nc(NCCCO)c3c4c(sc3n2)CCCC4)n1,-0.3,0.0,4,22,0.8,10,-22,-2,121,1
Cc1nc2ccc(NC(=O)N3CCSCC3)cc2s1,-0.1,-0.3,-2,7,1.3,5,-6,-1,110,1
Cc1nc(NC(=O)c2ccccc2)sc1-c1csc(Nc2ccc(Cl)cc2)n1,-2.4,0.1,-3,2,1.2,4,-2,-2,109,1
O=c1nc(N2CCCCCC2)nc(N2CCCCCC2)[nH]1,-3.9,-0.1,-6,2,1.4,0,-2,-3,96,1.1
CN(C)S(=O)(=O)c1ccc(NC(=O)c2ccncc2)cc1,-1.0,-0.1,-2,3,1.3,8,-3,-10,99,1
COC(=O)c1ccc(NC(=O)COc2ccccc2OC)cc1,-0.7,-0.2,-4,4,1.3,8,-4,-2,106,1
CCc1ccc(NS(=O)(=O)c2cccc3nonc23)cc1,-0.6,0.0,-1,-17,0.89,4,17,9,101,1
Cc1ccccc1NC(=O)C1c2ccccc2Oc2ccccc21,1.8,-0.3,1,2,0.84,15,-2,-7,100,1
O=C(O/N=C(\c1ccccc1)c1ccncc1)c1ccccc1Cl,-1.4,-0.2,-2,2,1.2,0,-2,-4,100,1
CC(C)C(c1nnnn1C1CCCCC1)N1CCN(c2ncccn2)CC1 (stereo unspecified),3.4,-0.1,-6,16,1,0,-16,-5,104,1.1
O=C1CCCc2ccccc2N1Cc1ccccc1Cl,2.2,-0.6,1,-4,0.95,4,4,-10,98,1
O=C(NNc1ccc(O)cc1)c1ccc(Br)cc1,-0.2,-0.1,6,12,1.8,3,-12,-2,75,0.9
Cc1ccc(CC2CC(=O)N(c3ccc(C)cc3)C2=O)cc1 (stereo unspecified),0.5,-0.2,-10,10,1.1,3,-10,-3,103,1.1
COc1cccc(-n2nnnc2SCC(=O)N2CCCc3ccccc32)c1,-0.7,0.2,-3,3,0.97,10,-3,-2,102,1
COCCCNC(=O)c1cn(CC(C)C)c(=O)c2c1c1ccccc1n2C,1.3,-0.2,-4,8,1,-1,-8,0,101,1
COCN(C#N)c1nc(OC)nc(OC)n1,-0.4,-0.3,0,-1,0.93,12,1,-3,99,1
COc1ccc(OC)c(NC(=O)CSc2nc3ccccc3c3nc4ccccc4n23)c1,0.5,-0.4,-5,2,1,-2,-2,-2,111,1.1
COc1ccccc1NC(=O)CC1C(=O)Nc2c1c(=O)n(C)c(=O)n2C (stereo unspecified),2.4,-0.1,-4,15,0.93,-2,-15,-2,102,1
O=C(/C=C/c1cn(-c2ccccc2)nc1-c1cccnc1)N1CCCCC1,-0.1,-0.3,30,-10,0.7,-1,10,-4,91,0.7
O=C1C=C(c2ccc(Cl)cc2)C(=O)N1Nc1ccccc1,0.5,-0.2,-8,-26,0.88,4,26,-5,93,1.1
Cc1ccc(-n2c3c(cc(C(=O)NCc4ccco4)c2=O)C(=O)CCC3)cc1,3.0,0.3,-7,-1,1,14,1,1,97,1.1
C=CCN(CC=C)C(=O)C1CCC(C(=O)N(CC=C)CC=C)CC1 (stereo unspecified),0.8,-0.4,-7,1,0.98,23,-1,-1,98,1.1
O=C1C=C(NC2CC2)C2(CCCCC2)O1,0.0,0.3,-2,3,1.4,8,-4,-7,97,1
O=C(CCC(=O)OCC(F)(F)C(F)F)NCc1ccccc1,0.2,-0.2,-6,10,1.4,5,-10,-1,96,1.1
CCOC(=O)c1c(NC(=O)c2ccc(C)cc2)sc2c1CC(C)(C)NC2(C)C,-1.2,-0.2,-8,2,0.81,2,-2,2,102,1.1
O=Cc1cn(CC(=O)Nc2ccc3c(c2)OCO3)c2ccccc12,0.1,-0.2,-2,-4,1.2,7,4,8,83,1
CCOC(=O)C1=C(C)NC(=S)NC1c1ccc(-c2ccc(Cl)cc2)o1 (stereo unspecified),-0.2,-0.3,-7,19,1.1,0,-19,-4,95,1.1
O=C(CSc1nnnn1-c1ccc(O)cc1)N1N=C(c2ccc3ccccc3c2)CC1c1ccccc1 (stereo unspecified),-0.1,0.3,-4,19,1,15,-19,-4,110,1
CC(C)(C)C(=O)N1CCC(O)(CS(=O)(=O)Cc2ccccc2)CC1,-0.2,-0.2,-6,3,0.94,0,-3,3,104,1.1
Cc1nnc(NC(=O)CSc2ccc(-c3ccc(Cl)cc3)nn2)s1,-2.5,-0.1,6,12,1.1,-4,-12,-2,98,0.9
O=S(=O)(c1ccc(NC2CCCCC2)cc1)N1CCOCC1,-0.2,-0.2,-2,1,0.93,7,-1,-8,94,1
Cc1ccc(C(=O)N2CCN(c3cc4c(cc3[N+](=O)[O-])n(C)c(=O)n4C)CC2)cc1,-0.7,-0.6,-5,-5,0.76,-3,5,0,93,1.1
O=C(COC(=O)/C=C/c1ccc(Br)o1)Nc1ccccc1F,0.5,0.0,-4,-3,1.1,0,3,-8,108,1
COCCCNC(=O)CCCCCNS(=O)(=O)c1ccc(Br)cc1,-0.1,-0.1,-4,9,1.4,2,-9,1,94,1

# Copied from the list.
# APP transl inh result of CCOC(=O)C1=C(C)NC(=S)NC1c1ccc(-c2ccc(Cl)cc2)o1 (stereo unspecified) reads -19
# APP transl inh result of CC(C)(C)C(=O)N1CCC(O)(CS(=O)(=O)Cc2ccccc2)CC1 reads -3
# APP transl inh result of COCCCNC(=O)CCCCCNS(=O)(=O)c1ccc(Br)cc1 reads -9
# Hsp70 act result of O=S(=O)(c1ccc(NC2CCCCC2)cc1)N1CCOCC1 reads -0.2
# APP 5'UTR act result of O=C(CSc1nnnn1-c1ccc(O)cc1)N1N=C(c2ccc3ccccc3c2)CC1c1ccccc1 (stereo unspecified) reads 19
# STAT1 activator result of Cc1nnc(NC(=O)CSc2ccc(-c3ccc(Cl)cc3)nn2)s1 reads 98

# Following part:
SMILES,DTT redox prof,Hsp70 act,FLuc inhib CS,APP 5'UTR act,NF-kB expr up,G6PDH counter,APP transl inh,Efa HMGR inh,STAT1 activator,FLuc stim CS
CCN(CC(=O)NC(C)C)C(=O)c1ccc(S(=O)(=O)N(C)c2ccccc2OC)cc1,1.9,-0.1,4,-15,0.84,3,15,2,102,1
COc1ccc(Cl)cc1NC(=O)c1ccccc1C,1.2,0.0,-4,.,1.4,9,22,-1,105,1
Cc1cc([N+](=O)[O-])ccc1NCc1ccccc1[N+](=O)[O-],-0.7,-0.1,-2,31,1.3,-3,-31,2,102,1
O=C(NCC(c1cccs1)N1CCOCC1)c1ccc(Br)o1 (stereo unspecified),0.1,-0.1,-4,-5,1.4,-2,5,4,109,1
CC1(C)C2CCC13CS(=O)(=O)NC3C2 (stereo unspecified),1.1,-0.2,-1,-8,1,6,8,0,101,1
CCCC(=O)C1=C(O)C(C(=O)OC)C(C)(C)CC1=Nc1ccc(N)cc1 (stereo unspecified),-4.9,0.0,-8,-15,1.5,3,15,2,92,1.1
N#Cc1ccc(-c2ccc(OCC(=O)NCC(=O)Nc3ccc(F)c(F)c3F)cc2)cc1,0.0,0.0,-2,2,1.1,14,-2,0,96,1
Cc1ccc(OCCNS(=O)(=O)c2ccc(N3CCCC3=O)cc2)cc1C,2.5,-0.3,-2,3,0.86,7,-3,0,83,1
O=C(CCn1cnnn1)Nc1cccc(F)c1,-0.7,-0.5,-5,17,0.97,-3,-17,0,103,1
O=c1c2ccccc2c(-c2ccccc2)nn1-c1ccccn1,-0.2,0.1,-9,9,0.94,4,-9,-4,104,1.1
CC(=O)c1c(C)[nH]c(C(=O)OCC(=O)Nc2ccc(C)cc2[N+](=O)[O-])c1C,0.1,-0.5,-8,-7,0.35,7,7,0,77,1.1
O=C(N/C(=C/C=C/c1ccccc1)C(=O)N1CCCCC1)c1ccc([N+](=O)[O-])cc1,-1.0,-0.1,-4,4,1.4,9,-4,-3,100,1
CCCNCc1cc(OC)c(OCC(=O)Nc2ccccc2)cc1Br,1.0,-0.3,-3,-12,1.2,-6,12,-4,101,1
O=C(Nc1ccccc1N1CCOCC1)c1ccc(Cl)nc1,-1.8,-0.2,0,-7,1.1,-2,7,-4,103,1
NC(=O)c1ccsc1NC(=O)c1ccc(N2CCCC2=O)cc1,-1.2,-0.4,93*,175*,1.2,-5,-175,2,90,0.1
O=C(NCc1ccc(Cl)cc1)C1C2C=CC3(CN(Cc4cccnc4)C(=O)C13)O2 (stereo unspecified),0.8,-0.1,-5,8,1.1,2,-8,-7,103,1.1
Cc1cc(Nc2nnnn2-c2ccccc2)n(-c2ccc(Cl)cc2)n1,0.8,-0.2,-7,-4,0.43,12,4,0,81,1.1
O=C(/C=C/c1ccc(Cl)cc1)Nc1ccccc1N1CCOCC1,0.0,0.1,5,-9,1.1,10,9,4,107,1
CCCOc1ccc(C(O)C(CN2CCOCC2)c2ccccc2)cc1 (stereo unspecified),-0.2,-0.4,-5,-4,0.85,2,4,-5,95,1.1
COc1ccc(CSCC(=O)NCCC(C)C)cc1,0.6,-0.2,-7,-14,1,5,14,1,99,1.1
CC1CCN(C(C(=O)NC2CCCCC2)c2cc3c(cc2[N+](=O)[O-])OCO3)CC1 (stereo unspecified),0.3,-0.3,-1,-7,1,5,6,-6,99,1
Cc1cc(C)nc(SCC(=O)Nc2ccc(Br)cn2)n1,1.9,-0.4,-6,0,1.1,-3,0,-5,96,1.1
COc1ccc(NC2=CC(c3cccc(OC)c3)N(c3ccc(OC)cc3)C2=O)cc1 (stereo unspecified),1.5,-0.3,-5,2,1.2,1,-2,1,102,1
COC(=O)C(C)Sc1ccc2nnc(-c3ccccc3)n2n1 (stereo unspecified),-2.0,-0.3,-5,22,0.98,1,-22,3,98,1.1
CCCCCCN1CC(C(=O)OCC)C(=O)C1=O (stereo unspecified),0.2,-0.1,3,21,0.98,6,-21,-6,95,1
O=C(CCc1ccccc1)Nc1ccc(NC(=O)c2ccco2)cc1,-0.6,0.6,-5,3,1.2,12,-3,3,107,1
CN(C)S(=O)(=O)c1cccc(NC(=O)COC(=O)c2cc(-c3cccc(Br)c3)nc3ccccc23)c1,-0.2,-0.1,2,8,1.2,-8,-8,-2,90,1
COCCNC(=O)C1CCCN(c2ncccn2)C1 (stereo unspecified),3.3,0.0,1,3,1.6,23,-4,-8,102,1
CC(=O)C1=C(O)C(=O)N(c2ccc(C)cc2)C1c1ccccn1 (stereo unspecified),0.3,0.2,-1,19,0.99,12,-19,-4,94,1
CCCn1c(N)c(C(=O)CSc2nnc(C)n2Cc2ccccc2)c(=O)n(C)c1=O,0.2,-0.2,-4,-9,1,8,9,0,102,1
O=C1NC(=S)N(c2cccc(Cl)c2)C12CCCCC2,0.4,-0.5,-2,-6,1.1,8,6,1,94,1

# Whole records, looked up by structure. Values in the order: DTT redox prof, Hsp70 act, FLuc inhib CS, APP 5'UTR act, NF-kB expr up, G6PDH counter, APP transl inh, Efa HMGR inh, STAT1 activator, FLuc stim CS
# Shown for CCCCCCN1CC(C(=O)OCC)C(=O)C1=O (stereo unspecified) → 0.2, -0.1, 3, 21, 0.98, 6, -21, -6, 95, 1
# Shown for O=C(CCc1ccccc1)Nc1ccc(NC(=O)c2ccco2)cc1 → -0.6, 0.6, -5, 3, 1.2, 12, -3, 3, 107, 1
